High-throughput results deposited in PubChem BioAssay by several laboratories.
TRPC6 activator = mouse TRPC6 channel activators, primary screen, cell-based, HEK293, membrane potential dye | HEK293-TRPC6 membrane potential dye fluorescence; active compounds read high | Short transient receptor potential channel 6 (Mus musculus), Q61143 | 310,000 tested, 0.13% active | B-score at 10 µM;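 active = B-score of the integrated fluorescence ratio above library mean plus 3 SD, and starting fluorescence ratio within library mean plus 5 SD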;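 note: higher score means more depolarization so channel activation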
Target sequence (Q61143 whole entry, looked up): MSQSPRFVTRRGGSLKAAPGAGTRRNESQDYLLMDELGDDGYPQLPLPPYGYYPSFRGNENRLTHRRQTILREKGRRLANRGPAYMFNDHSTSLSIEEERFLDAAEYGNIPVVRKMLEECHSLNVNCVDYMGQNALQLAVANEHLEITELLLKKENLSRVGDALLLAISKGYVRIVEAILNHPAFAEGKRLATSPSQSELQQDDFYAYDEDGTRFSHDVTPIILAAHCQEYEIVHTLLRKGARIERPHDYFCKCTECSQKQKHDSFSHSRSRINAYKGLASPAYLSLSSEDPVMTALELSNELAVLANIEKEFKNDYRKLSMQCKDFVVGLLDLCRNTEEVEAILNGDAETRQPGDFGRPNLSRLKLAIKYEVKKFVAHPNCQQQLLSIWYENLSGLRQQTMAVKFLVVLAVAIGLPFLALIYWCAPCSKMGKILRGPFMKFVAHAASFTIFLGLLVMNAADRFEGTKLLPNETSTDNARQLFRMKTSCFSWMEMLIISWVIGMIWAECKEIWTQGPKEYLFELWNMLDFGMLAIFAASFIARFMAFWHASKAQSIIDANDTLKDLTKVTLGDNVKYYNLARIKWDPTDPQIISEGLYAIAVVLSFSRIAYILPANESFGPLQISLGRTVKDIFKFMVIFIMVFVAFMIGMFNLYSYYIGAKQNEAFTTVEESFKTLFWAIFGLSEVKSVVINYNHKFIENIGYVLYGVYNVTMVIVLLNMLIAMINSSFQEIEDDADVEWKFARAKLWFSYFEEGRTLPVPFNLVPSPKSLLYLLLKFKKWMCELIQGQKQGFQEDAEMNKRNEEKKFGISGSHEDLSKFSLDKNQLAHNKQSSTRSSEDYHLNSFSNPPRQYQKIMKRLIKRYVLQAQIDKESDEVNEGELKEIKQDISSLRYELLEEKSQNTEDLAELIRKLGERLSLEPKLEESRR
MrgX1 antagonist = antagonists of human MrgX1 receptor, primary screen, HEK293 cells, Fluo-4 calcium flux; B-score at 10 µM; BAM8-22 antagonism; active compounds read low; AID 588676, 2011; 310,000 tested, 1.3% active; Mas-related G-protein coupled receptor member X1 (Homo sapiens), Q96LB2;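 active = calcium-response B-score plate-corrected more than 3 library SD below zero, starting fluorescence within 5 deviations, no agonist response on first addition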;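 note: peak minus trough fluorescence over baseline after final BAM8-22 challenge near maximal dose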
aSyn 5UTR inh = MLPCN primary screen, SNCA 5' untranslated region; inhibition, % (tested at 7.5 µM); AID 1813, 2009; 300,000 tested, 0.82% active; alpha-synuclein 5'UTR reporter, inhibitor activity; in the data active = inhibition above about 60%;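 note: H4 neuroglioblastoma cells stably carrying SNCA 5'UTR luciferase fusion; 0% = DMSO wells and 100% = positive control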
TRPC4 act = activators of mouse TRPC4 channel, primary screen, Fluo4 calcium, HEK293 TRPC4beta/mu-opioid cells; AID 2237, 2010; Fluo4 calcium fluorescence; active compounds read high; Short transient receptor potential channel 4 (Mus musculus), Q9QUQ5; B-score at 10 µM; 310,000 tested, 0.49% active;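 active = B-score above 5 SD of library B-scores, and initial fluorescence ratio not above library mean plus 5 SD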;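 note: positive B-score marks a calcium rise read as TRPC4 activation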
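Material: HEK293 stable line with TRPC4beta plus mu-opioid receptor; technique: Fluo4 calcium-sensitive dye fluorescence, kinetic, 1 Hz baseline; timing: Fluo4 dye loading 45 min at room temperature, 110 s recording; controls: assay buffer as low control, maximal DAMGO as high control; read-out: integrated baseline-normalised fluorescence ratio, converted to per-well B score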
TRPC4 inh = inhibitors of mouse TRPC4 channel, primary screen, Fluo4 calcium, HEK293 TRPC4beta/mu-opioid cells; Short transient receptor potential channel 4 (Mus musculus), Q9QUQ5; DAMGO-evoked Fluo4 calcium flux; active compounds read low; 300,000 tested, 0.39% active; AID 2247, 2010; B-score at 10 µM;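 active = B-score over 3 SD under the library average, no early fluorescence shift, positive overall ratio signal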
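Assay system: TRPC4beta/mu-opioid receptor HEK293 cell line; compound dosing: single concentration per test compound; detection: Fluo4 Ca2+ flux fluorescence; evaluation: per-well B score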
IEC-6 cytotox = cytotoxicity in IEC-6 intestinal epithelial cells, primary screen, cytotoxicity control for KLF5 inhibitor project, cell-based, luminescence. IEC-6 cytotoxicity, luminescence viability. inhibition, % at 5 µM. 290,000 tested, 0.78% active. AID 1825, 2009; in the data active = inhibition above about 22%;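 note: 0% = plate median of test compound wells and 100% = cytotoxic reference compound wells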
TRPC6 inh = mouse TRPC6 channel inhibitors, primary screen, cell-based, HEK293, membrane potential dye | B-score at 10 µM | 310,000 tested, 1.1% active | Short transient receptor potential channel 6 (Mus musculus), Q61143 | AID 2553, 2010 | ACh-evoked depolarization; active compounds read low;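 active = B-score under library mean minus 3 SD, initial fluorescence not abnormally high, positive integrated signal ratio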;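 note: B-score derived from integrated fluorescence ratio over the kinetic read; more negative B-score means stronger inhibition of depolarization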
HIF act = HIF pathway transcriptional activators, primary screen, cell-based, U2OS HRE-luciferase, luminescence. U2OS HRE-luciferase reporter; normalized: DMSO 0%, desferrioxamine 100%. 300,000 tested, 0.32% active. activation, % at 7.5 µM (by protocol). AID 1910, 2009;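 active = mean activation of at least 10% of the iron chelator positive control signal, with at least half of replicates also reaching 10%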
TRPC4 potent = positive allosteric modulators of TRPC4, primary screen, cell-based, mouse TRPC4beta, HEK293 mu-opioid, Fluo-4 calcium | Short transient receptor potential channel 4 (Mus musculus), Q9QUQ5 | B-score at 10 µM | AID 2227, 2009 | 310,000 tested, 0.42% active | DAMGO EC20, Fluo-4 Ca2+ flux; active compounds read high;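 active = B-score of calcium response area above 5 SD of library B-scores, with initial fluorescence ratio within 5 SD of library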;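 note: B-score of integrated fluorescence ratio over time as area under calcium response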
KLF5 inhibitor = KLF5 expression inhibitors, primary screen, DLD-1 cells, luminescence; 290,000 tested, 0.23% active; DLD-1 KLF5 promoter-luciferase reporter; inhibition, % at 5 µM;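 active = inhibition above a per-plate limit of that plate's mean compound inhibition plus 3 SD, cut at about 60% in these data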;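 note: 0% = DMSO wells and 100% = LY294002 at 200 µM; higher means less KLF5 promoter-driven luciferase light; inactives centre near -14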
SKKanGAS inh = S. pyogenes SKKanGAS growth inhibitors in kanamycin, primary screen, streptokinase expression inhibitor project, SKKanGAS strain, BacTiter-Glo luminescence; inhibition, % at 7.5 µM; 300,000 tested, 1.3% active; 6 h;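 active = mean replicate score, as percent of positive control median, at least 50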;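 note: strain carries kanamycin resistance gene driven by streptokinase promoter and grows in 40 µg/ml kanamycin; loss of luminescence reflects streptokinase promoter inhibition or plain growth inhibition; 0% = median of DMSO wells and 100% = positive control at its reference dose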
Active calls of the source: *; i = inactive; nt = no result given.

(1) Cc1ccc(OCC(=O)NNC(=O)C2CCN(c3ncnc4sc(C)c(C)c34)CC2)cc1
(2) O=C(O)c1cc2n(n1)C(C(F)(F)F)CC(c1ccco1)N2 (stereo not drawn)
(3) COc1ccc(C(O)(CCN2CCCCC2)C2CCCCC2)cc1 (stereo not drawn)
(4) Cn1cnc2cc(NC(=O)c3ccco3)ccc21
(5) O=C(Nc1ccccc1N1CCCC1)C1CCN(S(=O)(=O)c2ccccc2C(F)(F)F)CC1
(6) Cc1nc(NC(=O)c2ccccc2)sc1Cc1ccc2c(c1)OCO2
(7) COc1ccccc1NC(=O)CSc1nnc(CNC(=O)c2ccccc2F)o1
(8) CC1=C(C(=O)OC(C)C)C(c2cccs2)NC(=S)N1 (stereo not drawn)

compound no.	1	2	3	4	5	6	7	8
TRPC6 activator	i	i	i	i	i	i	i	i
MrgX1 antagonist	i	i	i	i	i	i	i	i
aSyn 5UTR inh	0	-2	-21	-71	-7	-69	9	11
TRPC4 act	i	i	i	i	i	i	i	i
TRPC4 inh	i	i	i	i	i	i	i	i
IEC-6 cytotox	nt	-4	4	3	nt	4	1	-3
TRPC6 inh	i	i	i	i	i	i	i	i
HIF act	0.1	-5.4	0.4	nt	0.0	0.9	-1.4	-0.2
TRPC4 potent	i	i	i	i	i	i	i	i
KLF5 inhibitor	nt	-16	-22	-92	nt	-34	-28	-2
SKKanGAS inh	10	6	-9	-5	12	11	-3	3

(9) O=C(N/N=C/C=C/c1ccccc1)c1cccnc1
(10) CCCCn1c(N)c(N(CC(C)C)C(=O)CN(C)S(=O)(=O)c2ccc(F)cc2)c(=O)[nH]c1=O
(11) COc1ccc(CNC(=O)C(c2ccco2)N(Cc2ccccc2)C(=O)Cc2cccs2)cc1 (stereo not drawn)
(12) COc1ccc(N(C)S(=O)(=O)c2cccc(C(=O)Nc3nnc(C4CC4)s3)c2)cc1
(13) CN(C)c1ccnc2sc(C(=O)NCc3ccccc3)c(N)c12
(14) CCOc1ncccc1C(=O)OCc1ccc([N+](=O)[O-])cc1
(15) Cc1ccccc1OCCc1c(C)[nH]c(=S)[nH]c1=O
(16) CCOC(=O)c1ccc(NC(=O)NC2CC3CCC(C2)N3Cc2nnnn2Cc2ccco2)cc1 (stereo not drawn)

compound no.	9	10	11	12	13	14	15	16
TRPC6 activator	i	i	i	i	i	i	i	i
MrgX1 antagonist	i	i	i	i	i	i	i	i
aSyn 5UTR inh	-32	-3	6	1	0	23	34	13
TRPC4 act	i	i	i	i	i	i	i	i
TRPC4 inh	i	i	i	i	i	i	i	i
IEC-6 cytotox	4	nt	-10	-2	-2	0	84*	4
TRPC6 inh	i	i	i	i	i	i	i	i
HIF act	-0.7	0.1	-0.4	0.1	-0.1	0.6	0.0	-0.2
TRPC4 potent	i	i	i	i	i	i	i	i
KLF5 inhibitor	17	nt	8	-39	-49	15	82*	8
SKKanGAS inh	-14	7	-2	18	-4	nt	7	-3

(17) COc1ccc(-c2csc(N3CCN(C(=O)c4ccccc4)CC3)n2)cc1
(18) O=C(Nc1ccc(S(=O)(=O)N2CCCCC2)cc1)c1ccc(F)cc1
(19) CN(CC(=O)Nc1cccc(F)c1)C(=O)CC1CCCCC1
(20) CC1CCCN(C(=S)Nc2ccc(S(=O)(=O)N3CCCCC3)cc2)C1 (stereo not drawn)
(21) Cc1nn(CC#N)c(=O)n1-c1cccc(F)c1
(22) CC(OC(=O)c1ccc2ncsc2c1)C(=O)NC1CCCCC1C (stereo not drawn)
(23) Cc1ccnc(SCC(=O)O)n1
(24) COc1ccc(Cl)cc1S(=O)(=O)N1CCC(C(=O)NC2CC2)CC1

compound no.	17	18	19	20	21	22	23	24
TRPC6 activator	i	i	i	i	i	i	i	i
MrgX1 antagonist	i	i	i	i	i	i	i	i
aSyn 5UTR inh	11	11	6	nt	5	-17	-1	10
TRPC4 act	i	i	i	i	i	i	i	i
TRPC4 inh	i	i	i	i	i	i	i	i
IEC-6 cytotox	1	3	nt	-3	4	nt	-2	-3
TRPC6 inh	i	i	i	i	i	i	i	i
HIF act	-0.1	-0.3	0.3	nt	-9.7	0.8	-0.4	-0.1
TRPC4 potent	i	i	i	i	i	i	i	i
KLF5 inhibitor	-5	-22	nt	-3	-17	nt	-20	3
SKKanGAS inh	10	-3	6	2	1	-3	6	-5

(25) Cc1sc(NC(=S)NC(=O)c2cccs2)nc1-c1ccc(CC(C)C)cc1
(26) COc1cccc(/C=C2\SC(=S)N(CCC(=O)N3CCCCC3CCO)C2=O)c1 (stereo not drawn)
(27) Cc1cc(C(=O)OC(C)C(=O)NC2CCCCC2C)c(C)o1 (stereo not drawn)
(28) Cc1oc(S(=O)(=O)N2CCCC2)cc1C(=O)Nc1ccccc1
(29) CSc1ccc(/C=C/C(=O)OCC(=O)NC(C)C)cc1
(30) CCN1CCCC(OC(=O)c2cc(-c3ccc(C)cc3)nc3ccccc23)C1 (stereo not drawn)
(31) Cc1ccccc1CN(c1ccc(C(=O)Nc2cccnc2)cc1)S(C)(=O)=O
(32) O=C(c1ccc2c(c1)C(=O)N(c1ccc(Cl)cc1)C2=O)N1CCN(c2ccccn2)CC1

compound no.	25	26	27	28	29	30	31	32
TRPC6 activator	i	i	i	i	i	i	i	i
MrgX1 antagonist	i	i	i	i	i	i	i	i
aSyn 5UTR inh	-10	-27	11	9	-31	-94	33	7
TRPC4 act	i	i	i	i	i	i	i	i
TRPC4 inh	i	i	i	i	i	i	i	i
IEC-6 cytotox	1	-2	nt	-10	2	4	-1	-5
TRPC6 inh	i	i	i	i	i	i	i	i
HIF act	0.2	-0.1	0.0	-0.4	-0.4	0.2	-0.7	-0.3
TRPC4 potent	i	i	i	i	i	14*	i	i
KLF5 inhibitor	-15	9	nt	-41	-7	-53	-11	-17
SKKanGAS inh	4	-6	-6	0	-18	4	-2	-4

(33) CCn1cc(C(=O)NC(=S)Nc2cccc(O)c2)cn1
(34) CCOC(=O)/C(C#N)=N/Nc1c(C)n(C)n(-c2ccccc2)c1=O
(35) Cc1nc(NC(=O)/C=C/c2ccccc2)sc1C(=O)Nc1ccc(Cl)cc1
(36) Cc1cccc(Nc2nc(-c3ccc(F)c(C)c3)cs2)n1
(37) O=C(/C=C/c1cc([N+](=O)[O-])ccc1OC(F)F)NCc1ccc(Cl)cc1
(38) CCc1c(C(=O)NC(C)C2CCCO2)csc1C (stereo not drawn)
(39) COc1ccc(-c2csc(NC(=O)CN3C(=O)CCC3=O)n2)cc1OC
(40) CCC(=O)NNC(=O)CSc1nnc(-c2ccccc2)c(-c2ccccc2)n1

compound no.	33	34	35	36	37	38	39	40
TRPC6 activator	i	i	i	i	i	i	i	i
MrgX1 antagonist	i	i	i	i	i	i	i	i
aSyn 5UTR inh	-49	-3	15	-249	10	4	-12	-8
TRPC4 act	i	i	i	i	i	i	i	i
TRPC4 inh	i	i	i	i	i	i	i	i
IEC-6 cytotox	2	-2	-1	1	6	4	-8	5
TRPC6 inh	i	i	i	i	i	i	i	i
HIF act	2.1	-0.5	-2.5	-22	-0.6	-0.4	0.1	-0.5
TRPC4 potent	i	i	i	i	i	i	i	i
KLF5 inhibitor	-41	-47	-3	-110	-19	-18	-10	9
SKKanGAS inh	11	7	4	72*	6	1	-2	3

(41) CCOC(=O)c1c(-c2cccc([N+](=O)[O-])c2)csc1NC(=O)CCCOc1ccccc1OC
(42) Cc1cccc(C(=O)NC(=S)NCc2cccnc2)c1
(43) Cc1cccc(NC(=O)C2CC(=O)OC23CCCC3)c1 (stereo not drawn)
(44) O=c1c(Cc2ccc(Cl)cc2)c(O)ccn1Cc1ccncc1
(45) CC(C)(O)CCCC(C)(O)c1ccc(C(=O)O)cc1O (stereo not drawn)
(46) COc1cc(/C=C2/NC(=O)NC2=O)cc(Br)c1OCc1cccc(C(=O)O)c1
(47) CCc1ccnc(NS(=O)(=O)c2ccc3c(c2)CCO3)c1
(48) CCOc1ccccc1NC(=S)N1CCN(c2ccccc2F)CC1

compound no.	41	42	43	44	45	46	47	48
TRPC6 activator	i	i	i	i	i	i	i	i
MrgX1 antagonist	nt	i	i	i	i	i	i	i
aSyn 5UTR inh	14	-1	-9	17	-10	-23	26	-7
TRPC4 act	i	i	i	i	i	i	i	i
TRPC4 inh	i	i	i	i	i	i	i	i
IEC-6 cytotox	2	-1	3	6	nt	-4	0	2
TRPC6 inh	i	i	i	i	i	i	i	i
HIF act	-0.3	0.1	-0.1	-0.9	0.2	0.0	-0.1	0.5
TRPC4 potent	i	i	i	i	i	i	i	i
KLF5 inhibitor	39	-19	-18	-34	nt	-25	16	-28
SKKanGAS inh	16	-4	2	1	1	6	-11	-1

(49) Oc1c(Br)cc(Br)cc1C=Nc1ccc2c(c1)OCCO2
(50) COc1ccc(/C=C/c2c([N+](=O)[O-])c(=O)n(C)c(=O)n2C)cc1
(51) O=C(c1ccccc1)c1cc([N+](=O)[O-])ccc1N1CCOCC1
(52) O=c1[nH]c(=S)ccn1C1OC(CO)C(O)C1O (stereo not drawn)
(53) CN1CCN(c2ccccc2NC(=O)c2ccccc2F)CC1

compound no.	49	50	51	52	53
TRPC6 activator	i	i	i	i	i
MrgX1 antagonist	i	i	i	i	i
aSyn 5UTR inh	-49	-8	101*	-22	-10
TRPC4 act	i	i	i	i	i
TRPC4 inh	i	i	i	i	i
IEC-6 cytotox	-1	-6	80*	nt	-6
TRPC6 inh	i	i	i	i	i
HIF act	-0.8	-0.7	-2.2	0.0	-0.2
TRPC4 potent	i	i	i	i	i
KLF5 inhibitor	-14	-17	74*	nt	-8
SKKanGAS inh	6	11	0	-2	-7

Sorted by value in KLF5 inhibitor (rising): three from the list above
entry	compound	KLF5 inhibitor
49	Oc1c(Br)cc(Br)cc1C=Nc1ccc2c(c1)OCCO2	-14
39	COc1ccc(-c2csc(NC(=O)CN3C(=O)CCC3=O)n2)cc1OC	-10
14	CCOc1ncccc1C(=O)OCc1ccc([N+](=O)[O-])cc1	15
